Assay outcomes deposited in PubChem BioAssay by several laboratories.
NOD2-RIPK2 inh: blocks binding of human NOD2 to RIPK2 | O43353 | CHO BLA complementation NOD2-RIPK2, CCF4 ratio | inhibition, % at 4.98 µM | 360,000 tested, 0.38% active; in the data active = inhibition above about 21%;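 note: 0% = vehicle only and 100% = reference blocker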
SRC3 inh: inhibitors of human steroid receptor coactivator 3 (SRC3); Q9Y6Q9; HEK293 GAL4-SRC3 luciferase reporter, luminescence; inhibition, % at 3.6 µM; 360,000 tested, 0.17% active; AID 588352;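 active = inhibition above a per-campaign cutoff, the mean of all compounds plus 3 SD, cut at about 60% in these data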;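 note: 0% = DMSO-treated cells and 100% = gossypol-treated cells at 36 µM; higher means less SRC3-driven luciferase light from the GAL4 reporter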
NR2F2 inh: blocks human COUP-TFII nuclear receptor | inhibition, % at 8.6 µM | HEK293T NGFI-A luciferase reporter, luminescence | P24468 | AID 686940 | 370,000 tested, 0.7% active;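 active = inhibition above a per-plate cutoff, mean inhibition of test wells between control levels plus 3 SD, cut at about 38% in these data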;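 note: cells cotransfected with COUP-TFII expression vector driving the NGFI-A reporter; 0% = median of COUP-TF2 test wells and 100% = reporter-only cells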
Target sequence (P24468 whole entry, looked up): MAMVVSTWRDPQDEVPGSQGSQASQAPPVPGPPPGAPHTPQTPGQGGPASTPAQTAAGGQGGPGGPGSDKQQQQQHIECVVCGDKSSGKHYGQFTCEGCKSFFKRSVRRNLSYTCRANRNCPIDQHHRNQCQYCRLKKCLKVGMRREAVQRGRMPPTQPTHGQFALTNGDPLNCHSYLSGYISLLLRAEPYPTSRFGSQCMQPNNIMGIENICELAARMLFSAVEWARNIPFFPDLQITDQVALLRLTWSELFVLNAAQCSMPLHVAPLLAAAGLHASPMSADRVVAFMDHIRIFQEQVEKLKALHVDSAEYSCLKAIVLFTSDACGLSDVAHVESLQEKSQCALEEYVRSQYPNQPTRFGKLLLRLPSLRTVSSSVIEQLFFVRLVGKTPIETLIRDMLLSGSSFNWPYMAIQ
TLR9-MyD88 block: inhibitors of human TLR9-MyD88 binding; CHO BLA complementation TLR9-MyD88, CCF4 FRET ratio; inhibition, % at 4.98 µM; 340,000 tested, 0.21% active;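 active = inhibition above the mean over all tested compounds plus 3 SD, cut at about 21% in these data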;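 note: 0% = DMSO only wells and 100% = clavulanate BLA inhibitor control wells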
ABHD5-PLIN5 inh: ABHD5-PLIN5 protein interaction inhibition | Split G. princeps luciferase complementation, luminescence, 4 h | Q00G26+Q8WTS1 | inhibition, % at 4 µM | 360,000 tested, 0.78% active;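 active = inhibition above the mean inhibition across every tested compound plus 3 SD, cut at about 22% in these data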;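 note: 0% = DMSO only wells and the 100% control is not disclosed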
LMP1 NFkB inh: reduces LMP1-driven NF-kappaB luciferase signal. LMP1-induced NF-kappaB luciferase reporter cells, luminescence. inhibition, % at 12.5 µM. 350,000 tested, 0.69% active. AID 504558; in the data active = inhibition above about 41%;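 note: 0% = neutral control wells and 100% = reference inhibitor control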
SRC2 inh: human SRC2 (NCOA2) inhibition; Q15596; HEK293 GAL4-SRC2 luciferase reporter, luminescence; inhibition, % at 9 µM; 370,000 tested, 0.17% active;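 active = inhibition above the mean inhibition of all tested compounds plus 3 SD, set per campaign, cut at about 52% in these data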;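 note: 0% = DMSO treated cells and 100% = cells given Gossypol at 36 µM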
SRC1 inh: inhibits human SRC1 coactivator. Q15788. HEK293 GAL4-SRC1 luciferase reporter, luminescence. inhibition, % at 3.6 µM. 360,000 tested, 0.12% active. AID 588354;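 active = inhibition above the campaign mean plus 3 SD, with each screening campaign given its own cutoff, cut at about 60% in these data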;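 note: 0% = DMSO treated cells and 100% = gossypol at 36 µM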
MC4R ag barr: agonists of human melanocortin 4 receptor (MC4R) beta-arrestin; P32245; U2OS MC4R beta-arrestin complementation, luminescence; percent of melanotan II response, DMSO zero; activation, % at 8.9 µM; 360,000 tested, 0.98% active;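 active = activation above a per-plate cutoff, the mean activation of sample wells on that plate plus 3 SD, cut at about 8% in these data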
Target sequence (P32245 whole entry, looked up): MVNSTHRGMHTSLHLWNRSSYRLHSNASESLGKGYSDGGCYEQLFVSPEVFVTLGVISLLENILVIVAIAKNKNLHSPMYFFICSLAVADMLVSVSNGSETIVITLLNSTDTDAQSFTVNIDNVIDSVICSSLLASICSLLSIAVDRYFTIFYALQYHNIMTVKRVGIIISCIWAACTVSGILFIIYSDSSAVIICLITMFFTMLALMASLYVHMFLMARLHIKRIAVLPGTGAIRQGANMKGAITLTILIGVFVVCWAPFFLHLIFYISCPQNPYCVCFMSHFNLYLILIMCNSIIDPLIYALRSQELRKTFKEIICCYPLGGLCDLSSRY
MC4R antagonist: antagonists of human melanocortin 4 receptor (MC4R); P32245; MC4R-expressing cells, MTII-stimulated cAMP, LANCE TR-FRET; inhibition, % at 6.5 µM; 360,000 tested, 0.48% active; AID 540295;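 active = inhibition above its plate's cutoff, the mean of tested wells on that plate plus 3 SD, cut at about 29% in these data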;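 note: 0% = Melanotan II alone and 100% = Melanotan II plus saturating MCL0020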
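Test system: U2OS cells stably expressing human melanocortin 4 receptor (MC4R); also added: Melanotan II challenge; compound: 6.5 µM single dose; timing: 30-min compound preincubation, 1-h Melanotan II challenge, 1-h detection, room temperature; signal: Eu-cAMP/anti-cAMP TR-FRET, emission 671 nm; repeats: one well per compound, no replicates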
LRH-1 inv ag: NR5A2 inverse agonism in reporter assay; O00482; HEK293T StAR-luciferase reporter, LRH-1 transfected, 24 h; inhibition, % at 3.6 µM; 360,000 tested, 0.13% active;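 active = inhibition above the mean inhibition of all tested compounds plus 3 SD, cut at about 73% in these data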;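 note: 0% = DMSO wells and 100% = reporter-only cells lacking LRH-1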
Numbers without * were called inactive; nt = not tested or not shown. The list is partial (hit frequency here may not be typical).

SMILES | NOD2-RIPK2 inh | SRC3 inh | NR2F2 inh | TLR9-MyD88 block | ABHD5-PLIN5 inh | LMP1 NFkB inh | SRC2 inh | SRC1 inh | MC4R ag barr | MC4R antagonist | LRH-1 inv ag
CCOC(=O)CSc1nc(NCc2ccco2)c2ccccc2n1 | 0.0 | -8.3 | -2.3 | -6.4 | 3.8 | 7.3 | 5.0 | 1.6 | 0.4 | -5.7 | -6.0
CC(C)CCN1CCN(Cc2cccn2-c2cccnc2)CC1CCO (stereo not given) | -1.4 | 16.9 | -0.2 | -4.3 | -7.7 | -2.2 | 22.0 | -16.9 | -0.6 | 0.8 | -10.6
O=C(NC(Cc1ccccc1)C(=O)N1CCCCCC1)c1ccccc1 (stereo not given) | -0.2 | 9.1 | -14.7 | -11.5 | -2.4 | -2.3 | 5.7 | 5.2 | -2.0 | 8.9 | 3.2
O=C(Nc1ccc(C(=O)O)cc1)/C(=C\c1ccc([N+](=O)[O-])cc1)NC(=O)c1ccco1 | -3.2 | 10.4 | -4.3 | 3.1 | 7.8 | -0.1 | -23.9 | -14.2 | 0.6 | -6.9 | 22.2
Cc1ccccc1-n1cc(CNC(=O)C2CCC(=O)N(C3CC3)C2)cn1 (stereo not given) | -3.0 | 7.1 | 0.4 | 11.3 | 2.7 | -6.9 | 2.9 | -10.7 | 0.3 | 4.9 | 10.1
COCCNc1nc(Oc2cccc3ccccc23)c2sccc2n1 | 20.5 | 0.2 | 12.6 | nt | 5.5 | nt | -24.8 | 4.0 | -2.3 | 9.3 | 3.3
Cc1cnc(NC(=O)CC2CCCC2)s1 | -4.6 | -28.2 | -6.1 | -15.1 | 5.9 | -38.8 | -78.1 | -39.8 | -0.9 | -3.5 | -22.6
COc1ccc(CCCC(=O)NC2CCCCC2C)c(C)c1 (stereo not given) | 6.6 | 12.0 | 5.2 | 1.4 | -1.6 | -2.4 | 1.9 | 1.8 | -1.6 | -0.2 | 12.4
COc1ccc(N2CCN(C(=O)COC(=O)CNC(=O)c3cccc(OC(F)F)c3)CC2)cc1 | -1.6 | -2.1 | -6.5 | -1.7 | 0.2 | -3.4 | 3.0 | 2.0 | -0.8 | 17.1 | 10.8
O=C(Nc1ccc([N+](=O)[O-])cc1)c1nc[nH]c1C(=O)NC1CCCCC1 | -8.6 | 12.7 | 17.9 | -4.6 | -4.8 | 0.6 | -25.1 | 0.9 | -2.8 | 4.3 | 20.5
CC(C)N(Cc1nc(-c2ccc3c(c2)OCO3)no1)Cc1nccn1C | -0.8 | -4.9 | 5.1 | -3.3 | 0.9 | -15.6 | -8.3 | -8.9 | -1.9 | 2.7 | -17.3
COc1cccc(NC(=O)CC2S/C(=N\S(=O)(=O)c3ccccc3)N(c3ccccc3)C2=O)c1 (stereo not given) | 9.0 | -3.8 | -5.5 | 1.0 | 2.9 | -9.7 | 14.1 | -15.3 | -0.5 | 13.3 | 0.0
FC(F)(F)c1cccc(-c2nnc(-c3ccccc3)c(N3CCOCC3)n2)c1 | 0.5 | 7.1 | 11.8 | 8.7 | -1.5 | -15.1 | 9.2 | -0.7 | 0.9 | -1.6 | 3.1
CCCn1c(=O)c2ccccc2n2c(SCC(=O)N3CCc4ccccc4C3)nnc12 | 4.5 | 11.9 | 10.0 | -8.4 | 1.7 | 5.1 | 7.1 | -9.9 | -1.0 | 12.3 | 17.3
COc1ccc([N+](=O)[O-])cc1NCc1ccccc1C | 2.0 | -11.4 | 12.9 | -3.9 | -6.5 | -19.8 | -27.9 | -5.5 | -1.3 | -9.8 | -11.8
CC(C)(Oc1ccc(Cl)cc1)C(=O)NCCCn1ccnc1 | -9.4 | 3.7 | -3.0 | 4.0 | 0.8 | -3.5 | 17.7 | 8.2 | -0.7 | -3.6 | -3.9
O=C(CCCOc1ccc(Cl)cc1Cl)N/N=C/c1ccccc1O | -2.0 | 37.8 | -10.9 | 5.8 | -3.3 | 10.1 | 25.1 | 25.6 | 2.7 | -2.5 | 16.6
COc1ccc(-n2ncc3c(=O)n(CC(=O)NC(C)C)cnc32)cc1 | 7.2 | -17.2 | -1.4 | -5.7 | 12.7 | 9.7 | 4.4 | 15.8 | 0.3 | -3.5 | 5.9
CC(NS(=O)(=O)c1ccc(Cl)c(Cl)c1)C(=O)OCC(=O)Nc1ccc2c(c1)OCO2 (stereo not given) | 4.3 | -17.3 | 2.5 | -3.0 | -1.6 | 3.7 | -13.6 | -3.4 | -2.2 | 13.8 | -6.6
NC(=O)CC[C@@H]1NC(=O)[C@@H]2CCCN2C(=O)c2cc([N+](=O)[O-])cc(F)c2NCCC[C@@H](C(N)=O)NC1=O | -1.9 | -7.6 | -9.1 | -6.6 | 0.5 | -1.1 | 10.8 | -3.0 | -0.7 | 2.4 | -5.3
COc1ccc(NS(=O)(=O)c2cc(C(=O)N3CCC3)ccc2C)cc1 | 0.3 | 8.1 | -11.1 | 3.9 | -0.2 | -6.4 | -0.6 | -13.3 | -1.7 | 5.4 | 23.6
Cc1ccc(CN2CC(N3CCN(CC4CC4)CC3)CS2(=O)=O)cc1 (stereo not given) | 6.0 | 8.4 | -0.4 | nt | -11.9 | nt | -0.8 | 12.6 | nt | nt | 11.7
COc1ccc(NC(=O)c2cc3n(n2)C(C(F)(F)F)CC(c2ccc(OC)cc2)N3)cc1 (stereo not given) | 2.5 | 11.2 | 9.4 | -5.2 | -5.3 | -5.8 | 5.5 | 14.9 | 5.3 | 11.5 | -0.2
CCC1(c2ccc(OC)cc2)NC(=O)N(CC(=O)c2ccc3c(c2)OCCO3)C1=O (stereo not given) | 11.9 | 2.7 | 0.4 | -11.4 | 0.6 | -0.7 | -21.8 | -8.9 | 0.0 | 3.7 | 8.5
O=C(NNC(=O)c1ccco1)c1ccc(NS(=O)(=O)c2cccs2)cc1 | -6.4 | 11.7 | 3.5 | 7.1 | -5.0 | 3.6 | 17.7 | -20.7 | -2.8 | 3.6 | 15.3
O=C(COc1ccc(F)cc1Br)N1CCc2ccccc21 | 4.7 | -69.8 | -59.4 | -3.6 | -0.8 | -9.4 | -77.3 | -118.4 | 6.2 | 1.7 | -143.2
COC(=O)[C@@]1(C(C)C)N=C(c2cc(OC)c(OC)c(OC)c2)[C@]2(O1)C(=O)N(Cc1ccc(OC)cc1)c1ccc(Br)cc12 | -1.0 | nt | 1.7 | nt | -1.3 | nt | 1.4 | nt | nt | nt | 4.8
CN1NC(=O)CC1c1ccccc1 (stereo not given) | 6.0 | -6.7 | -8.2 | 3.0 | -5.9 | 7.5 | 4.4 | 0.6 | -0.9 | -1.8 | 16.7
O=C1NC2(CCC3(CC2)OCCO3)NN1c1ccccc1 | -1.4 | 25.4 | -7.3 | -0.2 | 0.8 | -16.9 | -59.9 | -13.6 | -1.8 | 2.9 | 19.3
CN1CCN(C2CN(Cc3cn(Cc4ccc(Cl)cc4)nn3)S(=O)(=O)C2)CC1 (stereo not given) | 12.2 | nt | -6.2 | nt | 0.5 | nt | 1.7 | nt | nt | nt | 14.4
C=CCNS(=O)(=O)c1cc2c3c(c1)CCN3C(=O)CC2 | -0.8 | -25.6 | -11.2 | 4.6 | -9.1 | 2.0 | -29.9 | 4.7 | -1.6 | 3.8 | -5.9
COc1ccc(N(C)C(=O)c2cnc(N3CCN(c4ncccn4)CC3)c3ccccc23)cc1 | 0.0 | 0.8 | 3.2 | -6.9 | -1.5 | 9.2 | -1.0 | 5.5 | 1.5 | 7.6 | 18.3
COc1ccc(C(C)(C)C)cc1NC(=O)COC(=O)CSCc1c(C)noc1C | 11.6 | 21.0 | 13.7 | 11.4 | 8.6 | -7.2 | -7.7 | -2.1 | 4.1 | -0.8 | -4.8
C=CCOc1ccccc1CNCc1ccc(F)cc1 | 4.7 | 4.8 | -15.5 | -3.6 | 0.5 | 1.3 | 4.0 | -4.8 | -0.3 | 9.8 | 16.6
O=C(CSc1ncccn1)NCc1cccc(Cl)c1 | -8.9 | -41.3 | -15.5 | 6.0 | 4.2 | -14.0 | -57.1 | -30.9 | -3.3 | 5.3 | -59.6
Cc1cc(NC(=O)CSCC(=O)OC(C)C(=O)c2cc(C)c(C)cc2C)no1 (stereo not given) | 3.0 | 10.1 | 5.1 | 0.1 | 1.5 | 1.2 | 2.4 | -10.7 | -1.1 | 9.7 | -2.6
CC(C)=C[C@H]1C[C@H](C)[C@H]2CC[C@H](C)c3c(O[C@@H]4O[C@@H](C)[C@@H](O)[C@@H](O)[C@@H]4O)c(O)c(C)c1c32 | -8.5 | 16.1 | 12.3 | nt | -21.9 | nt | 16.9 | 10.3 | -0.7 | -1.9 | 17.8
N=C1CCCN1c1ccccc1O | 1.6 | 5.6 | -9.0 | 5.6 | -4.7 | 0.5 | 2.4 | -2.4 | -0.6 | 8.7 | 14.4
O=[N+]([O-])c1ccc(/C=N/Nc2nc(N3CCCC3)nc(N3CCCC3)n2)o1 | -3.0 | 13.2 | -1.2 | 12.5 | -3.0 | 6.3 | -6.0 | 7.1 | 0.9 | -9.3 | -4.4
Cc1ccc(S(=O)(=O)NC(=O)C2(C)CCN2C(=O)C2(c3ccc(Cl)cc3)CCC2)cc1 (stereo not given) | 7.2 | -14.9 | -3.8 | nt | -6.6 | nt | 7.7 | -20.8 | -1.6 | 5.0 | 2.7
O=C(c1ccc(Br)c([N+](=O)[O-])c1)N1CCN(Cc2ccccc2)CC1 | 2.3 | 5.2 | 21.9 | -0.4 | -4.1 | -2.0 | 3.3 | -0.1 | 1.4 | 21.6 | 8.3
CCC(c1nnnn1Cc1ccco1)N1CCN(C(=O)c2ccco2)CC1 (stereo not given) | -6.6 | 9.9 | 3.8 | -9.9 | 2.1 | 6.0 | -4.6 | -5.6 | -0.5 | -3.7 | -5.8
COc1ccc2cnn(CCOc3ccccc3)c(=O)c2c1OC | -9.2 | -93.0 | -29.4 | -4.2 | 5.4 | 10.9 | -70.2 | -136.1 | -1.5 | 6.6 | -179.7
CCC(CC)NCc1ccc(OC)cc1OC | 0.4 | -28.1 | -1.4 | -3.1 | -2.6 | 2.9 | -17.3 | -2.5 | -1.7 | 19.1 | -14.8
CCN=C1SC(C(=O)Nc2ccc(OCC)cc2)CC(=O)N1CC (stereo not given) | -4.3 | 10.0 | 12.1 | nt | 3.3 | -4.2 | -6.0 | 3.4 | 1.6 | -6.2 | -1.7
